KB-V1 cytotox: qHTS assay for MDR1-selective chemotherapeutics: Primary screen using the drug-selected MDR subline cells KB-V1; KB-V1 MDR cells viability, CellTiter-Glo, 72 h; Potency, µM (titrated, usually from 46.1 µM), for inactives: top-dose activity change, negative = cytotoxicity, most hits filed as cytotoxic; 400,000 tested, 3.4% active; AID 1347076, 2019; also: potency is read from the fitted curve at half-maximal effect; % is scaled to controls: 0 for no effect and ±100 for the full control effect; nearly all actives have a fitted effect of over 60% in size
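Readout: CellTiter-Glo luminescence, 10 min after addition. Cells: KB-V1 MDR subline, 72 h at 37 degrees C with compound. Analysis: corrected, normalized data fitted to concentration-effect curves.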
KB-3-1 tox: qHTS assay for MDR1-selective chemotherapeutics: Primary screen using the parental adenocarcinoma cell KB-3-1; KB-3-1 viability, CellTiter-Glo ATP luminescence, 72 h; Potency, µM (doses to about 46.1 µM), without a hit: at the top dose activity change, negative = cytotoxic, actives largely listed as cytotoxic; 400,000 tested, 1.4% active; AID 1347075, 2019; also: potency is read from the fitted curve at half-maximal effect; % is scaled to controls: 0 for no effect and ±100 for the full control effect; nearly all actives have a fitted effect of over 60% in size
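Cells are dispensed, compounds pinned in, plates held at 37 °C for 72 h, then CellTiter-Glo is added and luminescence read after 10 minutes. Cell line: parental KB-3-1 in phenol-red-free DMEM, 10% FBS.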
HEK293 tox: qHTS of GLP-1 Receptor Inverse Agonists: Cytotox Screen; 410,000 tested, 0.13% active; HEK293 cAMP-luciferase reporter cells, luminescence, 24 h; Potency, µM (series often up to 38.3 µM), inactives show at the top dose activity change, negative = inhibition, most hits filed as inhibitors; AID 624418, 2012;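 also: loss of luciferase light is scored as toxicity; potency is read from the fitted curve at half-maximal effect; % is scaled to controls: 0 for no effect and ±100 for the full control effect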
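1536-well qHTS counterscreen of the MLSMR; 200 cells/uL, 12 h pre-incubation, 23 nL cpd, 24 h at 37 deg C 5% CO2, luciferase detection reagent, 12 min RT, luminescence. Inhibition = undesired.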
MCF10A rerep: A quantitative high throughput screen for small molecules that induce DNA re-replication in MCF 10a normal breast cells; MCF 10A DNA re-replication, Hoechst nuclear intensity, 48 h; Potency, µM (top dose mostly 46.1 µM), inactives show at the highest dose activity, positive = re-replication, usual class: activators; 350,000 tested, 2.9% active; AID 624296, 2012; also: potency is read from the fitted curve at half-maximal effect; % of control where 0% means no effect; nearly all actives have a fitted effect of over 50% in size
IL-1B inflam inh: qHTS for Inhibitors of Inflammasome Signaling: IL-1-beta AlphaLISA Primary Screen | THP-1 LPS/ATP IL-1B secretion, AlphaLISA, 16 h; hits give low values | activity change, % at 57.5 µM | 360,000 tested, 4.7% active | AID 743279, 2014; in the data active = activity change below about -50%; inconclusive = mostly about -30% to -49%; also: % is scaled to controls: 0 for no effect and ±100 for the full control effect
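THP-1 cells pretreated 1 hr with compounds (up to 57.5 uM final), then stimulated with LPS (250 ng/mL final) plus ATP (1.25 mM final); secreted IL-1B measured by AlphaLISA after 16 hr, decreased signal indicating inhibition.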
SW480 rereplic: A quantitative high throughput screen for small molecules that induce DNA re-replication in SW480 colon adenocarcinoma cells; SW480 DNA re-replication, Hoechst DNA content imaging, 48 h; Potency, µM (titrated, usually from 46.1 µM), inactives show at the highest dose re-replication activation, hits mostly activators; 340,000 tested, 1.8% active; AID 624297, 2012; also: potency is read from the fitted curve at half-maximal effect; % of control where 0% means no effect; nearly all actives have a fitted effect of over 55% in size
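Hoechst fluorescence of nuclei (405 nm excitation, 500-530 nm emission) measured by plate-scanning imager after 48 hr compound exposure at 37 C; re-replication scored as increased number of nuclei with elevated intensity.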
HT1080-NT tox: qHTS for induction of synthetic lethality in tumor cells producing 2HG: qHTS for the HT-1080-NT fibrosarcoma cell line; HT-1080-NT fibrosarcoma viability, CellTiter-Glo ATP luminescence, 48 h; Potency, µM (series often up to 46.1 µM), for inactives: at the top dose activity, negative = less viability, usual class: cytotoxic; 360,000 tested, 1.6% active; AID 686970, 2013;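 also: NT is the 2HG producing partner of a matched IDH1 knockdown line; potency is read from the fitted curve at half-maximal effect; 0% = DMSO-treated cells and -100% = media-only wells without cells; nearly all actives have a fitted effect of over 55% in size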
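HT-1080-NT fibrosarcoma cells (2HG-overproducing), 750 cells/well in RPMI with 5% FBS, dosed after 2 h and incubated 48 h at 37C. CellTiter-Glo luminescence normalized to DMSO and no-cell wells; concentration-response curves fitted and classed.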
DRD3 agonist: qHTS of D3 Dopamine Receptor Agonist: qHTS. 410,000 tested, 0.58% active. AID 652048, 2013. D(3) dopamine receptor (Homo sapiens), P35462. D3R DiscoveRx beta-arrestin cells, luminescence, 90 min. max activation, %; in the data active = max activation above about 30%; also: 0% is about no effect; mostly tested at two doses, the higher about 12 µM
Target sequence (P35462 whole entry, looked up): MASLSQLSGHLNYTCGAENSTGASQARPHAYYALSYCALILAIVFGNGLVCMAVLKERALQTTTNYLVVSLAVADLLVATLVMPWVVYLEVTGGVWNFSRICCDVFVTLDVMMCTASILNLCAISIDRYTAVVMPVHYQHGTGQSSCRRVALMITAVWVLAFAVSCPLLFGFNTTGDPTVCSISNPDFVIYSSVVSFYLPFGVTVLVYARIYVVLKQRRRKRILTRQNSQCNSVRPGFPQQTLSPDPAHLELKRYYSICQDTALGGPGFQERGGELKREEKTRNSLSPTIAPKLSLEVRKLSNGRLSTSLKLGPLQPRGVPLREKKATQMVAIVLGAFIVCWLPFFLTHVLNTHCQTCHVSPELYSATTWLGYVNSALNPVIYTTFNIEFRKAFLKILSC
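Cells at 1500/well, incubated overnight, then treated with pinned compounds (dopamine as control) for 90 min at 37 degrees C. DiscoveRx reagent added for 30 - 60 minutes at room temperature; luminescence read.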
HT1080 IDH1KD tx: qHTS for induction of synthetic lethality in tumor cells producing 2HG: qHTS for the HT-1080-IDH1KD cell line; 360,000 tested, 2% active; Potency, µM (titrated, usually from 46.1 µM), for inactives: at the highest dose activity, negative = toxicity, usual class: cytotoxic; HT-1080 IDH1 knockdown viability, ATP luminescence, 48 h; AID 686971, 2013;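 also: potency is read from the fitted curve at half-maximal effect; 0% = DMSO wells and -100% = cell-free medium wells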
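Luminescent ATP read-out (CellTiter-Glo, 10 min at room temperature) after 48 h compound exposure at 37 °C gave viability of IDH1-knockdown HT-1080 cells. Activity was normalised to DMSO and cell-free wells, then fitted as concentration-response curves.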
* hit, by the source's call; & = joins results of further samples; [ ] = another dose, or the depositor's remark. Unless noted, calls follow the shape of the dose curve; as a rule, active = well fitted curve in the direction sought with a large enough effect; inconclusive = small, poorly fitted or top-dose-only effect, or another doubt; inactive = no such curve, though single readings can be large; an effect the other way counts as inactive or inconclusive.

`CCCCc1c(C)c(C#N)c2nc3ccccc3n2c1NCCN(C)C` gave KB-V1 cytotox 28%, KB-3-1 tox -7%, HEK293 tox 18%, MCF10A rerep 23µM*, IL-1B inflam inh 12, SW480 rereplic inconclusive, HT1080-NT tox -2%, DRD3 agonist -2 and HT1080 IDH1KD tx 15%.
O=C(NCc1cccnc1)C(=O)Nc1nc2ccccc2s1 was read as KB-V1 cytotox 1%, KB-3-1 tox 7%, HEK293 tox 7%, MCF10A rerep -4%, IL-1B inflam inh 15, SW480 rereplic -2%, HT1080-NT tox 4%, DRD3 agonist 6 and HT1080 IDH1KD tx 8%.
CC(NC(=O)CCC(=O)c1cccs1)c1ccccc1 (configuration not stated) was read as KB-V1 cytotox 8%, KB-3-1 tox 5%, HEK293 tox 8%, MCF10A rerep 0%, IL-1B inflam inh 7, SW480 rereplic -1%, HT1080-NT tox 0%, DRD3 agonist -1 and HT1080 IDH1KD tx 3%.
Screening CC(Nc1ccc(Cl)c(Cl)c1)C(=O)NN (configuration not stated) returned KB-V1 cytotox 10%, KB-3-1 tox 8%, HEK293 tox -6%, MCF10A rerep -4%, IL-1B inflam inh -16, SW480 rereplic -11%, HT1080-NT tox -2%, DRD3 agonist 2 and HT1080 IDH1KD tx -2%.
COc1cc(-c2nnc3sc(-c4ccncc4)nn23)cc(OC)c1OC was read as KB-V1 cytotox 6%, KB-3-1 tox 35%, HEK293 tox 16%, MCF10A rerep -12%, IL-1B inflam inh -14, SW480 rereplic -4%, HT1080-NT tox 2%, DRD3 agonist 14 and HT1080 IDH1KD tx 8%.
COc1cccc(/C=N/n2c(=S)n(C)c3cc(C)c(C)cc32)c1OC was read as KB-V1 cytotox 16µM*, KB-3-1 tox -6%, HEK293 tox 1%, MCF10A rerep 6%, IL-1B inflam inh 9, SW480 rereplic -4%, HT1080-NT tox -3%, DRD3 agonist -1 and HT1080 IDH1KD tx -1%.
C#CCSC1=C(C#N)C(c2cccs2)C(C(=O)OCC)=C(C)N1 (configuration not stated) was read as KB-V1 cytotox 10µM*, KB-3-1 tox 0%, HEK293 tox 1%, MCF10A rerep 14%, IL-1B inflam inh -1, SW480 rereplic 4%, HT1080-NT tox 9%, DRD3 agonist -25 and HT1080 IDH1KD tx -11%.
For COc1cc(NC(=O)C2CCCN(c3ncccn3)C2)cc(OC)c1 (configuration not stated) the results were KB-V1 cytotox 1%, KB-3-1 tox 8%, HEK293 tox -2%, MCF10A rerep 8%, IL-1B inflam inh 3, SW480 rereplic 2%, HT1080-NT tox 10%, DRD3 agonist -7 and HT1080 IDH1KD tx 11%.
COc1ccccc1NC(=S)N(C(C)C)C(C)c1ccccn1 (configuration not stated) was read as KB-V1 cytotox -9%, KB-3-1 tox -6%, HEK293 tox -1%, MCF10A rerep -6%, IL-1B inflam inh -5, SW480 rereplic -16%, HT1080-NT tox 0%, DRD3 agonist 6 and HT1080 IDH1KD tx 11%.
CCc1ccc(C(=O)c2cncc(Br)c2)cc1 was read as KB-V1 cytotox -16%, KB-3-1 tox -4%, HEK293 tox -7%, MCF10A rerep -12%, IL-1B inflam inh -17, SW480 rereplic 14%, HT1080-NT tox 1%, DRD3 agonist 1 and HT1080 IDH1KD tx 4%.
Screening CCCOc1ccc(/C=C/C(=O)Nc2ccc([N+](=O)[O-])cc2C)cc1OC returned KB-V1 cytotox 14%, KB-3-1 tox 4%, HEK293 tox -10%, MCF10A rerep -183%[0.0737 µM], IL-1B inflam inh -5, SW480 rereplic -32%, HT1080-NT tox 3%, DRD3 agonist 6 and HT1080 IDH1KD tx 5%.
For Cc1ccc(S(=O)(=O)c2nc(-c3ccccc3F)oc2NCc2ccccc2)cc1 the results were KB-V1 cytotox -2%, KB-3-1 tox 17%, HEK293 tox 0% and DRD3 agonist 0.
`Cc1cc(C)n2nc3nc4c(cc3c2n1)CCCC4` gave KB-V1 cytotox -10%, KB-3-1 tox -2%, HEK293 tox 36%[activator], MCF10A rerep -183%[0.0737 µM], IL-1B inflam inh 13, SW480 rereplic 0%, HT1080-NT tox -7%, DRD3 agonist 1 and HT1080 IDH1KD tx -12%.
For COc1ccc(N2CCN(C(=O)c3ccc4c(Cl)c5c(nc4c3)CCCC5)CC2)cc1 the results were KB-V1 cytotox 7%&-13%, KB-3-1 tox inconclusive, HEK293 tox 2%&-29%, MCF10A rerep inconclusive, IL-1B inflam inh -27, SW480 rereplic 20%, HT1080-NT tox -14%, DRD3 agonist 1&0 and HT1080 IDH1KD tx -24%.
For O=C(O)c1cc(S(=O)(=O)N(Cc2ccccc2)c2ccccc2)ccc1Cl the results were KB-V1 cytotox 25%, KB-3-1 tox 6%, HEK293 tox -12%, MCF10A rerep -13%, IL-1B inflam inh 9, SW480 rereplic -9%, HT1080-NT tox 3%, DRD3 agonist -3 and HT1080 IDH1KD tx 10%.
Screening CSC[C@H](NC(=O)COc1cc2c(c3oc(=O)c(C)c(C)c13)CCC(C)(C)O2)C(=O)O returned KB-V1 cytotox inconclusive, KB-3-1 tox 0%, HEK293 tox -3%, MCF10A rerep 2%, IL-1B inflam inh 5, SW480 rereplic -1%, HT1080-NT tox 5%, DRD3 agonist -10 and HT1080 IDH1KD tx 5%.
`CCOC(=O)c1ccc(NC(=O)c2nc[nH]c2C(=O)NC[C@@H](C)O)cc1` gave KB-V1 cytotox -8%, KB-3-1 tox -13%, HEK293 tox -4%, IL-1B inflam inh -18, HT1080-NT tox -4%, DRD3 agonist 2 and HT1080 IDH1KD tx -9%.
Screening O=C(COC(=O)c1ccc(Cl)nc1)Nc1nnc(-c2ccccc2)o1 returned KB-V1 cytotox 15µM*, KB-3-1 tox -6%, HEK293 tox 1%, MCF10A rerep 14%, IL-1B inflam inh 0, SW480 rereplic -1%, HT1080-NT tox 6%, DRD3 agonist -3 and HT1080 IDH1KD tx 20%.
Screening CC(C)(C)c1cn(-c2ccccc2)c(=S)[nH]1 returned KB-V1 cytotox 1%, KB-3-1 tox -8%, HEK293 tox inconclusive, MCF10A rerep 0%, IL-1B inflam inh 15, SW480 rereplic -2%, HT1080-NT tox -3%, DRD3 agonist -1 and HT1080 IDH1KD tx 0%.
`C#CCOCCOCCOCCNc1nc(N2CCN(C(=O)[C@H](CCC(=O)O)n3cc(C(N)CC(C)C)nn3)CC2)nc(N2CCN(C(=O)[C@H](Cc3cc4ccccc4[nH]3)n3cc(C(N)CC(C)C)nn3)CC2)n1` (some centres not stated) gave KB-V1 cytotox 18%, KB-3-1 tox 10%, HEK293 tox 9%, MCF10A rerep inconclusive, IL-1B inflam inh 8, SW480 rereplic -7%, HT1080-NT tox 6%, DRD3 agonist -11 and HT1080 IDH1KD tx -5%.
For Cc1cc(Nc2ccc(C(=O)O)cc2)nc(N)n1 the results were KB-V1 cytotox 6%, KB-3-1 tox -4%, HEK293 tox -1%, MCF10A rerep 6%, IL-1B inflam inh 25, SW480 rereplic -2%, HT1080-NT tox 11%, DRD3 agonist 2 and HT1080 IDH1KD tx 11%.
Screening OC(c1cccc(OCc2ccccc2)c1)c1nnc(-c2ccccc2)o1 (configuration not stated) returned KB-V1 cytotox inconclusive, KB-3-1 tox inconclusive, HEK293 tox -3%, MCF10A rerep 24%, IL-1B inflam inh inconclusive, SW480 rereplic -4%, HT1080-NT tox -20%, DRD3 agonist 7 and HT1080 IDH1KD tx inconclusive.
`O=c1c2c([nH]n1-c1ccccc1)CCSC2` gave KB-V1 cytotox -6%, KB-3-1 tox -3%, HEK293 tox -5%, MCF10A rerep 6%, IL-1B inflam inh 1, SW480 rereplic 2%, HT1080-NT tox -7%, DRD3 agonist -4 and HT1080 IDH1KD tx -3%.
Screening CCCCc1ccc(NC(=O)COC(=O)c2ccc3ncsc3c2)cc1 returned KB-V1 cytotox 17%, KB-3-1 tox -6%, HEK293 tox 6%, IL-1B inflam inh 13, HT1080-NT tox 0%, DRD3 agonist 1 and HT1080 IDH1KD tx 3%.
`Cc1occc1C(=O)NCCc1ccc(Cl)cc1` gave KB-V1 cytotox 0%, KB-3-1 tox 2%, HEK293 tox 1%, MCF10A rerep 0%, IL-1B inflam inh 10, SW480 rereplic -4%, HT1080-NT tox 0%[9.24 µM], DRD3 agonist -9 and HT1080 IDH1KD tx -21%.
`COc1ccc(OCCN2CCC(C(=O)NC(c3ccccc3)c3ccc4ccccc4n3)CC2)cc1` (configuration not stated) gave KB-V1 cytotox 0%, KB-3-1 tox inconclusive, HEK293 tox inconclusive, IL-1B inflam inh -80*, HT1080-NT tox inconclusive, DRD3 agonist -13 and HT1080 IDH1KD tx inconclusive.
Screening CCCCc1cc(=O)oc2cc(OC3CCCCC3=O)ccc12 (configuration not stated) returned KB-V1 cytotox 7%, KB-3-1 tox -5%, HEK293 tox 13%, MCF10A rerep -2%, IL-1B inflam inh -12, SW480 rereplic inconclusive, HT1080-NT tox 11%, DRD3 agonist -10 and HT1080 IDH1KD tx 0%.

Assay outcomes as filed in PubChem BioAssay.
